TROY NFkB inh: blocks TROY-dependent signaling in reporter cells; inhibition, % at 10 µM; Q293 LMP1-TROYcd NF-kB luciferase reporter, 4 h; AID 1347056; hit rate 0.98% among 360,000;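 active = compounds whose plate-normalised and pattern-corrected inhibition of the luciferase reporter signal at the single screening dose is 50% or more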
ABHD5-PLIN5 inh: blocks binding of human ABHD5 to perilipin-5 | Q00G26+Q8WTS1 | Split G. princeps luciferase complementation, luminescence, 4 h | inhibition, % at 4 µM | hit rate 0.78% among 360,000;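 active = inhibition above the mean inhibition across every tested compound plus 3 SD, cut at about 22% in these data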;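 note: 0% = DMSO only wells and the 100% control is not disclosed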
COUP-TFII inh: NR2F2 (human) inhibition, primary screen; HEK293T NGFI-A luciferase reporter, luminescence; inhibition, % at 8.6 µM; hit rate 0.7% among 370,000; AID 686940;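 active = inhibition above a per-plate cutoff, mean inhibition of test wells between control levels plus 3 SD, cut at about 38% in these data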;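 note: cells cotransfected with COUP-TFII expression vector driving the NGFI-A reporter; 0% = median of COUP-TF2 test wells and 100% = reporter-only cells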
NCOA2 inhibitor: human SRC2 (NCOA2) inhibition | HEK293 GAL4-SRC2 luciferase reporter, luminescence | hit rate 0.17% among 370,000 | Q15596 | inhibition, % at 9 µM;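 active = inhibition above the mean inhibition of all tested compounds plus 3 SD, set per campaign, cut at about 52% in these data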;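 note: 0% = DMSO treated cells and 100% = cells given Gossypol at 36 µM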
NOD2 RIPK2 PPI: inhibitors of human NOD2-RIPK2 interaction; CHO BLA complementation NOD2-RIPK2, CCF4 ratio; inhibition, % at 4.98 µM; hit rate 0.38% among 360,000; AID 624267; in the data active = inhibition above about 21%;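 note: 0% = vehicle only and 100% = reference blocker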
NR5A2 inv ag: inverse agonists of human LRH-1 (NR5A2). HEK293T StAR-luciferase reporter, LRH-1 transfected, 24 h. inhibition, % at 3.6 µM. hit rate 0.13% among 360,000;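 active = inhibition above the mean inhibition of all tested compounds plus 3 SD, cut at about 73% in these data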;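 note: 0% = DMSO wells and 100% = reporter-only cells lacking LRH-1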
NCOA3 inh: inhibits human SRC3 coactivator | Q9Y6Q9 | HEK293 GAL4-SRC3 luciferase reporter, luminescence | inhibition, % at 3.6 µM | hit rate 0.17% among 360,000 | AID 588352;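 active = inhibition above a per-campaign cutoff, the mean of all compounds plus 3 SD, cut at about 60% in these data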;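 note: 0% = DMSO-treated cells and 100% = gossypol-treated cells at 36 µM; higher means less SRC3-driven luciferase light from the GAL4 reporter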
TWEAK-Fn14 inh: TWEAK-Fn14 signaling inhibition; TWEAK-stimulated Fn14 reporter cells, luciferase luminescence, 8 h; inhibition, % at 10 µM; hit rate 2% among 360,000; in the data active = inhibition above about 50%
TLR9-MyD88 inh: blocks human TLR9 binding to MyD88 | Q9NR96+Q99836 | AID 504734 | CHO BLA complementation TLR9-MyD88, CCF4 FRET ratio | inhibition, % at 4.98 µM | hit rate 0.21% among 340,000;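 active = inhibition above the mean over all tested compounds plus 3 SD, cut at about 21% in these data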;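 note: 0% = DMSO only wells and 100% = clavulanate BLA inhibitor control wells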
SRC1 inh: inhibits human SRC1 coactivator | HEK293 GAL4-SRC1 luciferase reporter, luminescence | inhibition, % at 3.6 µM | hit rate 0.12% among 360,000 | AID 588354;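 active = inhibition above the campaign mean plus 3 SD, with each screening campaign given its own cutoff, cut at about 60% in these data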;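 note: 0% = DMSO treated cells and 100% = gossypol at 36 µM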
Target sequence (Q15788 whole entry, looked up, the tested form may be a part): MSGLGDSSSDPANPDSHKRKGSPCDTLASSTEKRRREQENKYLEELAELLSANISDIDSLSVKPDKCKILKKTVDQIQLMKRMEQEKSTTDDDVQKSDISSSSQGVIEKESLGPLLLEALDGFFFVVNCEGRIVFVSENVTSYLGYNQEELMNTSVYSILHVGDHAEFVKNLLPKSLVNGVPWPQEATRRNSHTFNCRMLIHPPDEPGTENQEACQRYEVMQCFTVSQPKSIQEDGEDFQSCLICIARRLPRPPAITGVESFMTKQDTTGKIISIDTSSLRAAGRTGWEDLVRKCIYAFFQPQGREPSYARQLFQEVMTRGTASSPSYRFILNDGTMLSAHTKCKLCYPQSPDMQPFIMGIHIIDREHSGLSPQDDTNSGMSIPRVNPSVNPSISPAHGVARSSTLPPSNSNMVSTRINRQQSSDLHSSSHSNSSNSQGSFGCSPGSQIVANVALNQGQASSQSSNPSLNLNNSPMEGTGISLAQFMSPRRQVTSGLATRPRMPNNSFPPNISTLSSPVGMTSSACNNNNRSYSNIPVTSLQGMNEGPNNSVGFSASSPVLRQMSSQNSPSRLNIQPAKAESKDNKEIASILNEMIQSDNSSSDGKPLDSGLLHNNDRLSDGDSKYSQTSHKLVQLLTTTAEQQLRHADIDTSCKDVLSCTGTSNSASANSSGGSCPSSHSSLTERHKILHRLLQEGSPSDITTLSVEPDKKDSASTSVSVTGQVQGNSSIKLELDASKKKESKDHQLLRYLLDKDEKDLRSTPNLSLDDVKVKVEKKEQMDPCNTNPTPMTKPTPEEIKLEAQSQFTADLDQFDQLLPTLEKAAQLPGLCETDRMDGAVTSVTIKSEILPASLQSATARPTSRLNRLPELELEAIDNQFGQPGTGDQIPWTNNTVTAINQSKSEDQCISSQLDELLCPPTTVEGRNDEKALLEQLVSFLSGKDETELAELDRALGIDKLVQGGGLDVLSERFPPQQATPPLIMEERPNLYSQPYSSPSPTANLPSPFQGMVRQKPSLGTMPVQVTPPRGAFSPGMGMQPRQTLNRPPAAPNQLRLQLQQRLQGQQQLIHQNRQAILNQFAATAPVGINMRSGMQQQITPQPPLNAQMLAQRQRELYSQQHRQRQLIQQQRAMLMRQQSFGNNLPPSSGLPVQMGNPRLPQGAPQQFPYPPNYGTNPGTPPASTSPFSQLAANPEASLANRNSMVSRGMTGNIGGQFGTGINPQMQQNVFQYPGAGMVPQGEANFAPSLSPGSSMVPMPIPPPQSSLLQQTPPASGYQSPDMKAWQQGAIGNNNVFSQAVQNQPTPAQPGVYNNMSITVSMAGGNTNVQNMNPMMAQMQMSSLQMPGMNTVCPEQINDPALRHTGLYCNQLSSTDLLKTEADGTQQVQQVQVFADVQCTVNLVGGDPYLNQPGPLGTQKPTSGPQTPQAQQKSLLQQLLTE
Exocytosis inh: blocks lytic granule exocytosis; hit rate 0.66% among 360,000; TALL-104 LAMP-1 surface exposure, flow cytometry; cells stimulated with thapsigargin and PMA; AID 651702; inhibition, % at 10 µM;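 active = inhibition above about 55%, limit read from the data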
* = called active by the depositor; · = not tested or not shown. These rows are one share of the data, so the mix of outcomes need not match the whole.

SMILES	TROY NFkB inh	ABHD5-PLIN5 inh	COUP-TFII inh	NCOA2 inhibitor	NOD2 RIPK2 PPI	NR5A2 inv ag	NCOA3 inh	TWEAK-Fn14 inh	TLR9-MyD88 inh	SRC1 inh	Exocytosis inh
O=C(COc1ncnc2ccccc12)c1ccc2c(c1)OCCO2	·	0	-29	-30	-8	-171	-119	16	7	-113	-1
Cc1cc2c(=O)oc(-c3ccc(F)cc3)nc2s1	-16	2	-14	8	0	0	-9	53*	9	5	-3
O=C(COC(=O)c1ccccc1O)Nc1ccc(N2CCOCC2)cc1	-40	1	23	-2	5	48	-5	2	3	-12	-3
O=C1NC[C@@H](CCCCN2C[C@H](Cc3ccccc3)N(CCc3ccc(O)cc3)C(=O)C2=O)N(CC2CCCCC2)C1=O	-6	-1	-14	-1	-15	-10	·	4	·	·	-2
Cc1nnc(NN)n(N)c1=O	-27	-8	9	-12	-95	9	-17	2	·	10	-3
CCOC(=O)C1CCN(Cc2cccc(Oc3ccc(Cl)cc3)c2)CC1	11	5	-14	36	-2	-29	4	1	-23	9	-4
COc1cc(O)c(CCO)c2c1C(=O)C[C@@H](C)O2	-14	3	-5	-8	-9	-11	12	13	-13	-19	0
COc1ccc(Cl)cc1NC(=S)NNC(=O)C1(C)CC1(Cl)Cl (stereo not given)	5	3	33	1	-2	-14	12	-9	-4	1	5
COc1ccc(N2CC(C(=O)Nc3nc(-c4ccccc4)c(C(C)=O)s3)CC2=O)c(OC)c1 (stereo not given)	12	-3	-5	26	-3	14	2	17	-1	11	1
CCOC(=O)C(C)Oc1cccc2c(=O)n(CC(=O)Nc3cccc(OC)c3)ccc12 (stereo not given)	-3	1	-3	3	-1	-2	13	11	10	-23	-5
CCN(Cc1ccccc1)c1ccc(N=Nc2nn(C)c(C)c2[N+](=O)[O-])cc1	-25	9	-12	-48	3	-29	-36	4	4	-66	0
CC1CN(CCc2ccccc2)c2nc3c(c(=O)n(C)c(=O)n3C)n2C1 (stereo not given)	9	6	-13	14	-16	23	-18	12	-1	-6	-18
CC(=O)Nc1ccc(S(=O)(=O)N2CCN(c3cc4c(cc3[N+](=O)[O-])n(C)c(=O)n4C)CC2)cc1	21	-4	-10	-12	-1	-8	-1	1	-7	-2	-3
COc1cc(NC(=O)CCC(=O)O)nc(OC)n1	13	8	1	-15	-8	7	11	-10	1	-4	0
COc1ccc(NC(=O)CCNC(=O)c2ccco2)c(OC)c1	-3	9	-18	-3	7	-2	4	20	5	-43	-5
Cc1cc(=O)oc(C)c1C(=O)NCCCN1CCN(c2ccccc2F)CC1	-8	4	16	10	-4	-2	12	-20	2	6	-4
Cc1nn(-c2ccc(F)cc2)c2nc(N)c(C#N)c(-c3cccs3)c12	-4	-13	6	-6	-4	8	12	26	-9	-13	0
CC(=O)Nc1ccc(NC(=O)c2ccc(-c3c(C)noc3C)c3ccoc23)cc1	-23	10	-76	-64	6	17	-11	0	·	-9	-3
O=c1c2ccccc2nc2n1C(CSc1ccc(F)cc1)CS2 (stereo not given)	2	4	13	-5	-3	-3	5	-1	-8	-20	0
COc1ccc(-c2cc(=O)oc3cc(OC(C)C(=O)NC4CC4)ccc23)cc1 (stereo not given)	-17	-6	1	-5	6	6	4	-9	9	-17	-5
O=C(COC(=O)C1CC2CCCC(C1)C2=O)NNC(=O)c1ccc([N+](=O)[O-])cc1 (stereo not given)	0	-1	2	-4	-2	13	14	0	3	-1	5
COC(=O)c1[nH]c2ccc(C)cc2c1NC(=O)C1=COCCO1	7	-8	12	-7	-9	17	-10	6	-8	14	0
CCN(CC)CCNC(=O)c1ccc(CS(=O)(=O)c2ccccc2C)o1	-5	4	13	-15	-1	-30	-6	-1	3	-18	-6
O=c1cc(O)nc(SCc2ccccc2)n1-c1ccc(Cl)cc1	-5	-1	-1	-1	7	6	5	3	6	12	-3
COc1ccc(Cl)cc1S(=O)(=O)N1CCC(O)(c2ccc(Cl)cc2)CC1	-11	-5	20	-4	8	7	4	-7	3	6	1
Additional structures
SMILES	TROY NFkB inh	ABHD5-PLIN5 inh	COUP-TFII inh	NCOA2 inhibitor	NOD2 RIPK2 PPI	NR5A2 inv ag	NCOA3 inh	TWEAK-Fn14 inh	TLR9-MyD88 inh	SRC1 inh	Exocytosis inh
CN1CCN(C(=O)c2ccccc2NC(=O)c2cccc(Cl)c2)CC1	6	4	-2	-17	-19	-8	0	13	-2	-5	0
O=C(NCC(c1ccco1)N1CCCC1)c1cc(=O)[nH]c2ccccc12 (stereo not given)	-4	-5	-7	-16	14	7	-4	12	-5	4	-5
COc1ccc(/C(N)=N/OC(=O)c2cccc([N+](=O)[O-])c2)cc1	-62	4	5	-22	0	-9	-25	-33	-13	-42	0
COc1ccccc1C(=O)NC(CCSC)C(=O)N1CCC(Cc2ccccc2)CC1 (stereo not given)	9	-6	22	-12	3	-1	1	4	0	-14	6
Cc1nccn1CCCNCc1c(C(=O)N2CCCCCCC2)nc2ccc(Cl)cn12	18	1	15	-20	-1	1	11	-20	12	-27	5
O=C1Cc2ccccc2C(=O)N1Cc1ccccc1	8	-3	2	-20	-2	11	0	-8	-5	-2	0
CCOc1ccc2nc(SCC(=O)c3ccc(C)s3)sc2c1	-34	1	-5	2	1	-7	22	-2	-6	-23	-2
O=C(c1cc2ccccc2o1)n1nnc2ccccc21	15	-3	-3	-31	-11	4	14	17	-9	-1	-1
COc1ccccc1NC(=O)CSc1nc(O)cc(=O)[nH]1	0	0	-2	0	-3	18	0	-5	-6	-34	-1
COC(=O)Nc1ccc(Cn2cc(C(F)(F)F)ccc2=O)cc1	-7	-6	6	-12	-7	10	14	-26	·	5	0
CCCCn1c(=N)n(CC(=O)c2ccco2)c2ccccc21	-1	0	1	-27	-1	9	-4	-12	3	3	5
C=CCOC(=O)/C(=C\c1cccc2ccccc12)NC(=O)c1ccccc1	1	-6	-20	-10	-2	-34	-18	-38	0	-31	4
O=C1CCN(CCCc2ccccc2)CCN1[C@H](CO)c1ccccc1	-3	10	10	5	-2	-6	18	-11	-3	6	7
Clc1ccc(Nc2ccc(-n3ccnc3)nn2)cc1Cl	-31	9	-20	-18	5	-20	0	-11	3	2	-1
CCOC(=O)c1c(-c2ccc(Cl)cc2)csc1NC(=O)CNCc1ccco1	26	-5	3	3	-5	-8	3	5	-1	4	7
COc1cc(OC)cc(N2C(=O)CC(N3CCC(C(=O)N4CCCCC4)CC3)C2=O)c1 (stereo not given)	13	6	-4	5	5	10	18	-1	2	2	-3
CN1CCN(Cn2cc(/C=C/C(=O)c3ccccc3)c3ccccc32)CC1	-41	-4	·	·	33*	-80	-117	4	23*	-103	4
O=C(CN(C(=O)c1csnn1)c1ccccc1C(F)(F)F)NCc1ccccc1	1	3	0	-14	-6	3	1	13	-4	-19	20
O=C(CNC(=S)N(Cc1ccccc1)Cc1cccnc1)NC1CC1	-1	2	-6	13	9	-9	25	7	-5	1	-2
COCCCN1C(=O)c2ccc(C(=O)N3CCN(c4ccc(OC)cc4)CC3)cc2C1=O	8	-4	-7	7	0	-8	2	10	4	-1	-9
COCCCN1C(=O)C(CC(=O)NCCCCc2ccccc2)CC(C(=O)N(C(C)C)C(C)C)=C1C (stereo not given)	9	5	-2	-14	-7	2	23	8	·	8	-4
O=C(N/N=C1\CCCc2c1[nH]c1ccc(Cl)cc21)c1ccncc1	-7	12	-2	2	1	12	23	8	-19	18	7
O=C(O)c1cccc(Nc2nc(N3CCOCC3)nc(N3CCOCC3)n2)c1	1	-3	-3	9	-5	-6	-11	-3	-6	-5	-1
O=C1CCc2cc(S(=O)(=O)N3CCC(C(=O)NC4CCCc5ccccc54)CC3)ccc2N1 (stereo not given)	-2	-5	-19	1	2	-1	19	-10	-37	-6	-2
CC(C)(C)OC(=O)CN1c2cccc3cccc(c23)S1(=O)=O	34	-2	30	3	4	25	-6	-12	-2	1	2

3 of the entries above in order of their number in TWEAK-Fn14 inh, high to low.
structure,ABHD5-PLIN5 inh,COUP-TFII inh,NCOA2 inhibitor,NOD2 RIPK2 PPI,NR5A2 inv ag,NCOA3 inh,TWEAK-Fn14 inh,TLR9-MyD88 inh,SRC1 inh,Exocytosis inh
CN1CCN(Cn2cc(/C=C/C(=O)c3ccccc3)c3ccccc32)CC1,-4,·,·,33*,-80,-117,4,23*,-103,4
COc1ccccc1NC(=O)CSc1nc(O)cc(=O)[nH]1,0,-2,0,-3,18,0,-5,-6,-34,-1
COc1ccc(/C(N)=N/OC(=O)c2cccc([N+](=O)[O-])c2)cc1,4,5,-22,0,-9,-25,-33,-13,-42,0

Continued.
SMILES	TROY NFkB inh	ABHD5-PLIN5 inh	COUP-TFII inh	NCOA2 inhibitor	NOD2 RIPK2 PPI	NR5A2 inv ag	NCOA3 inh	TWEAK-Fn14 inh	TLR9-MyD88 inh	SRC1 inh	Exocytosis inh
COc1ccc(OC)c(C(=O)c2coc3ccc(O)cc23)c1	-25	2	-7	-32	-5	-44	-9	9	-2	-30	0
CN1CCN(C2CC(=O)N(Cc3ccc(N4CCCC4=O)cc3)C2=O)CC1 (stereo not given)	6	-5	-7	-10	-3	0	5	-8	-8	11	7
Cc1nnsc1NC(=O)OCCCl	0	0	2	5	-3	2	3	-10	3	0	3
COC(=O)C1Cc2ccccc2CN1S(=O)(=O)c1ccc(C)cc1 (stereo not given)	1	-4	20	-19	-1	-4	-5	15	1	-23	15
O=C(O)CSCC(=O)NCc1ccccc1	6	0	1	-14	-16	4	20	-8	6	10	-4
CC(=O)c1ccc(OC(=O)c2cccs2)cc1	2	2	15	0	3	8	1	-6	-1	-14	-3
Cc1ccc(CN2C(=O)CCC2(C)c2nnnn2-c2ccc3c(c2)OCCO3)cc1 (stereo not given)	15	-1	-1	-29	-12	-2	·	0	·	·	-5
O=C(NC1CCC(O)CC1)c1ccc(Br)o1 (stereo not given)	-12	-13	6	14	-3	-5	3	2	1	10	3
O=C(CCCCCNC(=S)Nc1ccc(Cl)cc1)C[N+](=O)[O-]	-11	2	15	-13	-16	-8	-4	-2	0	-4	5
N#Cc1ccccc1OCC(=O)N1CCc2ccccc2C1	7	2	-6	6	-10	5	-15	-7	0	-10	-3
CCCCN(C(=O)C(C)Oc1ccc(Br)cc1)c1c(N)n(Cc2ccccc2)c(=O)[nH]c1=O (stereo not given)	14	2	-4	-41	2	-9	9	7	-8	-2	-9
COc1cc(C(=O)Nc2nncs2)cc(OC)c1OC	-13	3	-4	-15	0	27	10	-3	3	9	5
CCCCN(C(=O)NCCCCCCNC(=O)N(CCCC)C1CCS(=O)(=O)C1)C1CCS(=O)(=O)C1 (stereo not given)	1	-1	6	-6	-5	13	-22	-5	3	-88	-1
CCC(c1nnnn1Cc1ccc2c(c1)OCO2)N1CCN(c2ccccc2)CC1 (stereo not given)	2	0	6	3	-10	-11	10	-11	7	10	4
O=C(Nc1ccc(Cl)c([N+](=O)[O-])c1)C(Sc1ccccc1)c1ccccc1 (stereo not given)	55*	-12	18	-6	8	15	21	94*	1	25	0
Cc1nc(Nc2ccccc2)sc1C(=O)c1ccc(F)cc1	-34	-3	-32	-17	-2	-46	-42	-3	8	-42	-15
Cc1cccc(C)c1NC(=O)C(c1ccccc1)N1CCC(c2ccccc2)CC1 (stereo not given)	·	-1	-26	3	-1	-3	·	·	·	·	2
CCOC(=O)c1nnn(-c2nc(OC)nc(N3CCCC3)n2)c1-c1ccccc1	0	5	-3	1	1	16	-2	15	1	-2	5
O=C(CCN1CCOCC1)c1ccc(Br)cc1	0	-3	14	-50	-1	5	2	10	-8	-4	96*

Screening data (PubChem)
